# Source: PubChem
# LYPLA2 inh – LYPLA2 inhibitors, primary screen, counter-screen for PME1 inhibitor project, biochemical, fluorescence polarization, FP-Rh probe ABPP. recombinant LYPLA2. inhibition, % at 5.9 µM. 320,000 tested, 0.38% active. AID 2177, 2009;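 active means inhibition above the screen-wide mean plus 3 SD, limit set per campaign, cut at about 26% in these data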;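 further: 0% = LYPLA2 with DMSO and 100% = wells lacking LYPLA2 enzyme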
# Target sequence (O95372 whole entry, looked up): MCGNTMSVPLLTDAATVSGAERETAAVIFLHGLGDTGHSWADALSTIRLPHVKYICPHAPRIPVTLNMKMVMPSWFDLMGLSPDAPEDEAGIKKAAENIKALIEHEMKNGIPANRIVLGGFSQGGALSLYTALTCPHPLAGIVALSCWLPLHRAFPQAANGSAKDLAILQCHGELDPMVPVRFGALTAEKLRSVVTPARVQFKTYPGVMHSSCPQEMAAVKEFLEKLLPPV
# PREPL inh – PREPL enzyme inhibitors, primary screen, biochemical, fluorescence polarization; Prolyl endopeptidase-like (Homo sapiens), Q4J6C6; inhibition, % at 5.96 µM; recombinant PREPL, fluorescence polarization activity-based probe; 320,000 tested, 0.68% active; in the data active means inhibition above about 43%;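 further: 0% = enzyme with DMSO and 100% = wells lacking enzyme; many of its hits are not listed in these tables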
# PAFAH1B3 FP inh – PAFAH1B3 enzyme inhibitors, primary screen, biochemical, fluorescence polarization, human; Platelet-activating factor acetylhydrolase IB subunit alpha1 (Homo sapiens), Q15102; recombinant PAFAH1B3, FP-rhodamine probe; inhibition, % at 3.39 µM; 340,000 tested, 0.28% active;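 active means inhibition above the screen-wide average of all tested compounds plus 3 SD, cut at about 25% in these data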;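 further: 0% = enzyme with DMSO only and 100% = wells lacking PAFAH1B3 protein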
# Target sequence (Q15102 whole entry, looked up): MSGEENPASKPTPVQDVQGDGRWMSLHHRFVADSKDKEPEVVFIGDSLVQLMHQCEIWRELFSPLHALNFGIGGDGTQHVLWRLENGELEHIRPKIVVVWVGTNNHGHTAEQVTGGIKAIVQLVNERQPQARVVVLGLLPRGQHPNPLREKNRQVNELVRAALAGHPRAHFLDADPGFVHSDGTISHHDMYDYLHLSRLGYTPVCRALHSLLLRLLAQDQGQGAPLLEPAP
# PAFAH2 FP inh – PAFAH2 enzyme inhibitors, primary screen, biochemical, fluorescence polarization, human; Platelet-activating factor acetylhydrolase 2, cytoplasmic (Homo sapiens), Q99487; recombinant PAFAH2, FP-rhodamine activity probe; inhibition, % at 3.39 µM; 340,000 tested, 0.99% active; AID 492956, 2010;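 active means inhibition above the mean over all tested compounds plus 3 SD, cut at about 30% in these data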;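 further: inhibitors block probe labeling of enzyme so polarization drops; 0% = enzyme with DMSO and 100% = wells lacking PAFAH2 protein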
# PAFAH1B2 inh – PAFAH1B2 enzyme inhibitors, primary screen, biochemical, fluorescence polarization, human. recombinant PAFAH1B2, FP-rhodamine activity probe. inhibition, % at 3.39 µM. 340,000 tested, 1.2% active;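 active means inhibition above the mean of all tested compounds plus 3 SD, cut at about 24% in these data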;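 further: 0% = enzyme with DMSO and 100% = wells lacking PAFAH1B2; many of its hits are not listed in these tables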
# pPAFAH FP inh – pPAFAH enzyme inhibitors, primary screen, biochemical, fluorescence polarization, human | 330,000 tested, 1.5% active | inhibition, % at 3.39 µM | AID 463082, 2010 | recombinant pPAFAH, FP-rhodamine probe fluorescence polarization;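 active means inhibition above the mean inhibition across the screen plus 3 SD, cut at about 25% in these data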;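 further: inhibitors block binding of the rhodamine activity-based probe so polarization drops; 0% = enzyme with DMSO and 100% = wells lacking pPAFAH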
# Target sequence (Q13093 whole entry, looked up): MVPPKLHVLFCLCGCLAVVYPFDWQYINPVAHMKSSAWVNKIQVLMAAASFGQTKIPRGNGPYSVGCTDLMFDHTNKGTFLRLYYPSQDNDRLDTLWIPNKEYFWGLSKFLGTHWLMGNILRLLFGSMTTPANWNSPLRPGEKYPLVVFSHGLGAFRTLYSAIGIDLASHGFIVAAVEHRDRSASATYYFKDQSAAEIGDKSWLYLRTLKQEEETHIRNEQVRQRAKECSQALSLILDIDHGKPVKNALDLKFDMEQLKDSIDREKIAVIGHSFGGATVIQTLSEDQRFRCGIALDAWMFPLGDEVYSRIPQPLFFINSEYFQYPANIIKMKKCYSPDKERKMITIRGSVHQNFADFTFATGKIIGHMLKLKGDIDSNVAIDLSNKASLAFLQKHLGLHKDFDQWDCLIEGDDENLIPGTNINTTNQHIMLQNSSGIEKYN
# PAD4 inh – human PAD4 inhibitors, primary screen, biochemical, fluorescence polarization, 1536-well format; Protein-arginine deiminase type-4 (Homo sapiens), Q9UM07; recombinant PAD4, RCA probe fluorescence polarization; inhibition, % at 6.36 µM; 330,000 tested, 0.41% active;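 active means percent inhibition above a cutoff equal to the mean of all tested compounds plus 3 SD, cut at about 15% in these data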;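 further: 0% = PAD4 with RCA probe and DMSO and 100% = probe without PAD4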
# GSTO1 inh – inhibitors of recombinant GSTO1, primary screen, counter-screen for RBBP9 inhibitor project, biochemical, fluorescence polarization; AID 1974, 2009; Glutathione S-transferase omega-1 (Homo sapiens), P78417; activity-based probe fluorescence polarization; 300,000 tested, 1.1% active; inhibition, % at 5.96 µM;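 active means inhibition above the campaign mean inhibition plus 3 SD, cut at about 35% in these data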;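 further: 0% = GSTO1-1 with DMSO and 100% = wells lacking GSTO1-1 enzyme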
# LYPLA1 inh – LYPLA1 inhibitors, primary screen, counter-screen for PME1 inhibitor project, biochemical, fluorescence polarization, FP-Rh probe ABPP; inhibition, % at 5.9 µM; recombinant LYPLA1; 320,000 tested, 0.16% active;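 active means inhibition above the mean of all tested compounds plus 3 SD, set per campaign, cut at about 14% in these data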;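 further: inhibitors block serine hydrolase probe labeling of LYPLA1 so polarization falls; 0% = enzyme with DMSO and 100% = wells lacking LYPLA1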
# The depositor's hits bear a star; nt = no result given.
SMILES,LYPLA2 inh,PREPL inh,PAFAH1B3 FP inh,PAFAH2 FP inh,PAFAH1B2 inh,pPAFAH FP inh,PAD4 inh,GSTO1 inh,LYPLA1 inh
COc1cccc(C2CC(=O)Nc3n[nH]c(-c4ccccc4)c32)c1OC (centres undefined),-9,-2,4,-4,4,1,0,10,-4
COc1ccc(/C=C2/SC(=S)N(CCCC(=O)Nc3ccccc3C(=O)O)C2=O)cc1,22,1,-6,18,10,11,-2,2,20*
O=C(CN1C(=O)C2CC=CCC2C1=O)Nc1ccc(S(=O)(=O)Nc2ncccn2)cc1 (centres undefined),6,4,4,7,2,5,-4,4,-2
O=C(NC1CCC1)C1CCC(=O)N(Cc2ccccc2F)C1 (centres undefined),4,5,12,5,7,-5,1,-4,4
CCC1CCCCN1CCCNC(=O)c1c(O)nc2ccccn2c1=O (centres undefined),-1,6,4,6,4,5,-2,11,-2
COc1ccc(-c2nc3ccccn3c2NC2CCCCC2)cc1SC1CCCCC1,-10,13,8,-1,2,7,0,2,-6
CN(C)C(CNC(=O)c1ccccc1OCc1ccc(Cl)cc1)c1ccco1 (centres undefined),-4,5,5,2,1,-1,-9,-6,0
Cc1ccc(C(=O)NCCN(C)C)c(C)c1,1,-1,4,1,1,6,-2,-1,1
Cc1cccc(NC(=O)c2cc(S(=O)(=O)c3ccccc3)ccc2Cl)c1,-6,-12,-3,-4,14,3,-3,-1,-2
CSc1nncc(/C(C)=N/O)n1,-2,5,5,2,0,-7,7,1,-3
Cn1c(-c2ccc(C=O)s2)nc2c3ccccc3c3ccccc3c21,-6,14,-1,-8,-2,13,-2,-4,-4
CCn1c(SCC(=O)Nc2cc(C)on2)nc2c(c1=O)SCC2,-5,4,-3,1,2,6,2,0,1
Cc1ccccc1-n1c(=O)/c(=C\c2ccco2)s/c1=C(/C#N)C(=O)Nc1ccccc1,-5,0,-9,-8,-2,13,-14,-9,-5
Cc1ccc[n+](/C(=C\C(=C=[N-])C#N)C(=O)c2ccc(Cl)cc2)c1,-4,9,7,5,5,-1,-5,3,0
O=C(NCc1cccs1)c1ccc(N2CCCCC2)nc1,3,4,0,-4,-3,-2,0,2,1
CCc1cccc(NC(=S)Nc2ccc(CN3CCOCC3)cc2)c1,4,0,5,2,2,2,-9,0,1
O=C(COc1ccc(Cl)cc1Cl)N/N=C/C1CC=CCC1 (centres undefined),5,4,1,7,1,1,3,1,2
CC(C)(C)C1CCC2(CC1)CC(=O)c1ccccc1O2 (centres undefined),-10,0,18,8,13,5,-8,-2,-4
COC(=O)c1ccccc1S(=O)(=O)N1CCC(C(=O)NCCC2=CCCCC2)CC1,6,6,5,-2,5,4,0,nt,3
COc1cc(CNn2cn[nH]c2=S)cc(Cl)c1OCc1ccccc1,2,20,0,-2,1,3,-6,3,0
CC(=O)Oc1ccc(C(c2ccc(OC(C)=O)cc2)c2ccccn2)cc1,0,23,6,-2,20,0,-2,0,-1
CN(C)/C=N/c1nc2ccc3c(c2s1)CCCC3,-3,9,9,-1,-6,2,-4,9,2
COc1cccc(NC(=O)C2CCN(C(=O)[C@@H]3Cc4ccccc4CN3C(=O)OC(C)(C)C)CC2)c1,-2,4,-3,2,-1,0,-5,-5,-2
Cc1ccccc1OCCN1C(=O)C(=O)c2cccc(C)c21,5,14,0,3,-8,10,-7,1,-6
Cc1nc(C(F)(F)F)c(C(=O)N=CN(C)C)s1,-6,-1,4,-2,4,-2,-6,-7,-3
CSc1ncccc1C(=O)OCC(=O)Nc1ccc(S(=O)(=O)N2CCCC2)cc1,-5,0,-5,3,5,0,-6,7,-2
CCCCc1nc2cc(C(=O)N3CCN(c4cnccn4)CC3)ccc2o1,8,-5,3,1,-3,7,1,-2,-3
COc1ccccc1CNc1ncc(-c2ccc(F)cc2)n1C,-1,18,12,-5,1,6,-3,6,-2
Cc1ccc2occ(CN3CCN(Cc4ccccc4)CC3)c(=O)c2c1,4,1,nt,nt,nt,4,0,11,2
CCOc1ccccc1NC(=O)CN1CCN(C(=O)C2CCCO2)CC1 (centres undefined),1,7,-9,-2,4,1,0,5,1
C(=N\n1c2ccccc2c2ccccc21)/c1ccccc1,-8,3,-2,9,-4,-4,-6,2,-2
O=C(O)/C=C/C(=O)Nc1ccc(C2(c3ccc(NC(=O)/C=C/C(=O)O)cc3)c3ccccc3-c3ccccc32)cc1,9,4,3,0,-1,11,-11,-8,-1
O=C(Cn1c2[n+](c3ccc(C(F)(F)F)cc31)CCCCC2)Nc1ccccc1,6,27,2,-5,-6,-3,0,3,3
Cc1cccc(NC(=S)N(Cc2ccc(Br)cc2)Cc2ccc(C(=O)O)cc2)c1,6,2,-7,-3,3,4,-2,1,4
O=C(CN1CCN(CC(=O)Nc2ccc(OCc3ccccc3)cc2)CC1)Nc1ccc(F)cc1,0,22,4,2,1,10,1,19,0
CCOCCCn1c(=N)c(C(=O)NCc2ccc3c(c2)OCO3)cc2c(=O)n3cccc(C)c3nc21,7,18,4,9,5,2,2,6,0
CC(=O)c1cc(CN2CCC(N3CCC(C(=O)N4CCCC4)CC3)CC2)cs1,-1,4,14,5,0,7,1,0,2
CC(=O)Nc1ccc(NCc2cccs2)cc1,4,1,1,-7,6,-1,-2,4,3
C=CC[C@@H](CC(=O)N(CCO)Cc1ccccc1)C(=O)N[C@@H](COC(=O)[C@@H](CC=C)CC(=O)OC(C)(C)C)Cc1c[nH]c2ccccc12,nt,20,9,9,-2,4,-5,nt,nt
Cc1cc(Cl)cc2sc(NC(=O)c3ccco3)nc12,0,11,1,-3,1,4,-1,-4,-3
COc1ccc(CCNC(=O)CCN2C(=O)c3cccc4cccc(c34)C2=O)cc1OC,0,-5,-6,-6,-2,1,1,6,-4
Cc1cccc2c1cnn2C(=O)CCC(=O)NC1CCCCC1,2,12,6,-3,3,-4,1,9,0
CCc1nnc(NC(=O)c2sc3nc4c(cc3c2N)CCCCCC4)s1,0,19,5,-1,17,15,-1,-14,1
O=[N+]([O-])c1ccc(CN2CCN(c3nc4ccccc4s3)CC2)cc1,1,8,4,-5,5,7,-4,2,-1
Cc1ccc(CCS(=O)(=O)c2ccc(C(C)(C)C)cc2)cn1,-2,3,3,4,20,-3,0,3,-2

# Part of the list above, bar-delimited:
smiles | LYPLA2 inh | PREPL inh | PAFAH1B3 FP inh | PAFAH2 FP inh | PAFAH1B2 inh | pPAFAH FP inh | PAD4 inh | GSTO1 inh | LYPLA1 inh
CCOCCCn1c(=N)c(C(=O)NCc2ccc3c(c2)OCO3)cc2c(=O)n3cccc(C)c3nc21 | 7 | 18 | 4 | 9 | 5 | 2 | 2 | 6 | 0
CC(=O)c1cc(CN2CCC(N3CCC(C(=O)N4CCCC4)CC3)CC2)cs1 | -1 | 4 | 14 | 5 | 0 | 7 | 1 | 0 | 2
CC(=O)Nc1ccc(NCc2cccs2)cc1 | 4 | 1 | 1 | -7 | 6 | -1 | -2 | 4 | 3
C=CC[C@@H](CC(=O)N(CCO)Cc1ccccc1)C(=O)N[C@@H](COC(=O)[C@@H](CC=C)CC(=O)OC(C)(C)C)Cc1c[nH]c2ccccc12 | nt | 20 | 9 | 9 | -2 | 4 | -5 | nt | nt

# More results follow.
SMILES,LYPLA2 inh,PREPL inh,PAFAH1B3 FP inh,PAFAH2 FP inh,PAFAH1B2 inh,pPAFAH FP inh,PAD4 inh,GSTO1 inh,LYPLA1 inh
N/C(=N\OC(=O)COc1ccc(Br)cc1)c1cccc([N+](=O)[O-])c1,1,15,2,6,10,1,4,3,0
CC(C)C(=O)NC(Nc1cccc([N+](=O)[O-])c1)C(Cl)(Cl)Cl (centres undefined),2,-9,5,-6,2,2,-5,6,1
Cc1ccc(S(=O)(=O)NC(=NCc2ccccc2)c2ccc(F)cc2)cc1,5,6,7,3,6,3,-6,-8,-2
O=C1CS/C(=N/N=C2CCCC2)N1,-3,4,-1,15,-2,-7,-7,4,-3
O=C(CN1C(=O)NC2(CCCC2)C1=O)Nc1nc(-c2ccccc2)cs1,0,2,6,-12,1,1,1,2,-3
Cc1ccc(S(=O)(=O)NNC(=O)C2COc3ccccc3O2)cc1C (centres undefined),-1,-16,2,8,12,4,4,12,4
Cc1ccc(N=C2NC(=O)C(CO)(CO)S2)cc1,5,13,2,1,2,3,2,0,1
COCCn1c(SCC(=O)N2CCCC2)nc2c([nH]c3ccccc32)c1=O,3,8,5,2,5,5,-1,-4,-4
O=C(Nc1ccc(C(=O)Oc2ccccc2)c(O)c1)c1ccco1,9,12,2,-6,2,-1,-4,2,-13
CC(=O)N1c2ccccc2CCc2ccc([N+](=O)[O-])cc21,8,3,9,-2,-4,-4,-4,-3,0
CCc1c(C)nc2cc(-c3ccc(OC)c(OC)c3)nn2c1N1CCCC1,11,45*,5,4,0,22,-3,3,3
CNCCCNC(=O)c1ccc(/C=N/O)nc1,0,0,4,1,4,0,-4,4,2
COc1ccc(/C(N)=N/OC(=O)c2cc(-c3ccccc3)nc3ccccc23)cc1,3,-3,-1,4,5,0,0,0,-2
COc1ccc(CCNC(=O)c2ccc(-c3cccc([N+](=O)[O-])c3)o2)cc1OC,10,7,9,3,8,7,-6,-5,0
O=C(CSc1nc2[nH]ncc2c(=O)n1-c1ccccc1)c1ccc2c(c1)OCCO2,7,-7,8,0,-3,5,-5,-7,2
COc1cc(OC)c(C(=O)OCC(=O)Nc2ccc(N3CCOCC3)cc2)cc1OC,nt,12,11,4,3,4,0,nt,nt
CCc1ccc(NC(=O)CS(=O)CC(=O)Nc2ccc(-n3cnnn3)c(C)c2)cc1 (centres undefined),-6,-5,-1,-18,3,-4,-4,9,-4
O=[N+]([O-])c1ccccc1-n1cnc2ccccc21,3,10,8,9,3,-1,-1,-5,-2
Cc1cccc(COCCN2CCN(S(=O)(=O)c3ccccc3)CCC2=O)c1,8,20,-10,-2,0,9,2,7,1
CCN(CC)S(=O)(=O)c1ccc2[nH]c(=O)[nH]c2c1,7,11,4,-10,-7,5,7,1,-4
CC#CCN(Cc1ccco1)C(=O)C1CCC(=O)N(Cc2ccccc2F)C1 (centres undefined),4,1,7,5,3,5,-1,3,0
COc1ccc(OC)c(CNC(=O)COc2cc(=O)n(C)c3ccccc23)c1,1,8,5,2,6,2,5,-1,-2
CCCCc1c(C)c2ccc(OCC(C)=O)cc2oc1=O,-4,-8,3,-8,-1,4,-3,-9,-3
COC(=O)C1=C(C)N(c2cccc(OC)c2)C(=O)/C1=C\c1ccco1,-2,10,3,1,4,5,-2,2,-6
Cc1cc(C)c2c(N)c(C(=O)c3cccc(Cl)c3)sc2n1,3,1,5,6,-3,6,3,1,-2
O=C(CN1C(=O)c2cccc3cccc1c23)NCC1CCCO1 (centres undefined),-1,12,4,-2,4,5,-4,0,5
O=C(CN1CCC(n2nnc3cc(C(F)(F)F)ccc32)CC1)N1CCc2ccccc21,1,17,-1,1,-1,4,2,3,1
CN(C)S(=O)(=O)Nc1cccc(Br)c1,-1,12,3,-5,0,4,-3,3,-1
CNC(=O)[C@@H]1C[C@H]1[C@@H](NC(=O)OCc1ccccc1)c1ccccc1,1,1,-5,2,3,-1,0,12,3
Cc1ccc(OCCn2cc(/C=N/NC(=O)c3ccncc3)c3ccccc32)cc1,38*,52*,20,-16,5,23,3,-21,-18

# This is a subset; the hit share may differ from the screen's.
